# PI5P4K alpha inh = blocks human PI5P4K alpha kinase activity; AID 652105; max response, %; 330,000 compounds, 1.2% hits; PI5P4Kalpha enzyme, ADP-Glo luminescence, 60 min; hits give low values; active = max response of -50% or lower; inconclusive = between -30% and -50%; inactive = -30% or higher; also: value at the top dose of about 77 µM; % is scaled to controls: 0 for no effect and ±100 for the full control effect
#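 Single end-point luminescence (ADP-Glo) quantified ADP from PI5P4Kalpha turnover; ATP 5 microM final, 1 h at RT, 0.1% CHAPS and 0.28 mM EGTA in HEPES pH 7.4.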
# WRN inhibitor = blocks human WRN helicase; 360,000 compounds, 0.46% hits; WRN helicase unwinding, fluorescent forked duplex, kinetic; Potency, µM (doses to about 114 µM), for the others: top-dose activity change, negative = inhibition, hits mostly inhibitors; Q14191; also: potency is read from the fitted curve at half-maximal effect; % is scaled to controls: 0 for no effect and ±100 for the full control effect; nearly all actives have a fitted effect of over 55% in size
#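 Kinetic fluorescence helicase assay: unwinding of a quenched forked DNA duplex (100 nM final) with 2 mM ATP final raises red fluorescence (525/598 nm). Compounds sat 15 min at room temperature with 20 nM WRN beforehand.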
# PLK1 PBD block = blocks phosphopeptide binding to human PLK1 polo-box domain; P53350; Plk1 PBD binding of FITC phosphopeptide, fluorescence polarization; Potency, µM, inactives show max response, negative = inhibition, actives largely listed as inhibitors; 360,000 compounds, 2.8% hits; AID 720504; also: potency is read from the fitted curve at half-maximal effect; series mostly up to about 57 µM; % is scaled to controls: 0 for no effect and ±100 for the full control effect; nearly all actives have a fitted effect of over 65% in size
# EPAC1 ag = agonists of human EPAC1 | Potency, µM (series often up to 154 µM), inactives show at the top dose activation, actives largely listed as activators | 360,000 compounds, 0.073% hits | EPAC1 agonist qHTS, biochemical assay; response scale: 100% = response to 6.5 mM cAMP | O95398; also: potency is read from the fitted curve at half-maximal effect; nearly all actives have a fitted effect of over 60% in size
#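 Multi-concentration qHTS readout: loss of Rap1B-bound BODIPY-GDP fluorescence driven by 100 nM EPAC1 with excess GDP (50 uM), monitored kinetically at room temperature; agonist response expressed relative to 6.5 mM cAMP.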
# EPAC2 antag = EPAC2 (human) antagonism | EPAC2 GEF exchange of Rap1B-BODIPY-GDP, fluorescence | Potency, µM (doses to about 114 µM), inactives show at the top dose activity, negative = inhibition, usual class: inhibitors | 360,000 compounds, 0.18% hits | AID 720708; also: potency is read from the fitted curve at half-maximal effect; % is scaled to controls: 0 for no effect and ±100 for the full control effect; nearly all actives have a fitted effect of over 45% in size; many of its hits are not listed in these tables
# Target sequence (Q8WZA2 whole entry, looked up): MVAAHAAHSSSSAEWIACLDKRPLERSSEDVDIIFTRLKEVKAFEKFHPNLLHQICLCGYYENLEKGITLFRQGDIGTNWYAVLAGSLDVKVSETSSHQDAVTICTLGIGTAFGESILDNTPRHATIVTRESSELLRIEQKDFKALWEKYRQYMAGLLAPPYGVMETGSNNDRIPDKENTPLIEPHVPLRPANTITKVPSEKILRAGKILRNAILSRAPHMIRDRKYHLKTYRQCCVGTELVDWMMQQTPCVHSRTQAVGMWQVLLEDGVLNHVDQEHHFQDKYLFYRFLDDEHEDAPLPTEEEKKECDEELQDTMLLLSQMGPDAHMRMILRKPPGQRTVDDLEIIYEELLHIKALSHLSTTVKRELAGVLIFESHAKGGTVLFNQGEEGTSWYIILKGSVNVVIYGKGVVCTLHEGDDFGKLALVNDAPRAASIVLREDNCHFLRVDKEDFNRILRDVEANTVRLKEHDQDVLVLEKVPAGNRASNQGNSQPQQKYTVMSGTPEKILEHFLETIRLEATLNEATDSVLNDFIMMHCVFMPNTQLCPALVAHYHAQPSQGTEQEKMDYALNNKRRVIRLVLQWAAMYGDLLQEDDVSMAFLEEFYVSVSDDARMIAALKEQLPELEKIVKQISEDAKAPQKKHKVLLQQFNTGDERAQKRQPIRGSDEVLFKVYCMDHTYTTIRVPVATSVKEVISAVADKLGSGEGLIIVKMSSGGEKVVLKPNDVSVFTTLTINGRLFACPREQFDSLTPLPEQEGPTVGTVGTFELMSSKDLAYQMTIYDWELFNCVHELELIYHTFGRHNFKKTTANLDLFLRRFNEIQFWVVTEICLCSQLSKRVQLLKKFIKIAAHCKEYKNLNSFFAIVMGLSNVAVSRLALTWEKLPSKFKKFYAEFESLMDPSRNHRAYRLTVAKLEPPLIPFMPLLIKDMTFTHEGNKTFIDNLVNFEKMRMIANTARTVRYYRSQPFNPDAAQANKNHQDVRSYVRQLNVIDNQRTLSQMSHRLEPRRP
# EPAC1 antag = EPAC1 (human) antagonism; EPAC1 GEF assay, Rap1b-BODIPY-GDP exchange fluorescence; Potency, µM (top dose mostly 115 µM), for the others: at the top dose activity change, negative = inhibition, usual class: inhibitors; 360,000 compounds, 0.14% hits; AID 720709;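 also: potency is read from the fitted curve at half-maximal effect; plate controls were vehicle for no effect and positive control for full effect; nearly all actives have a fitted effect of over 50% in size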
# Mm-Cpn inhibitor = M. maripaludis TRiC chaperonin inhibition; purified Mm-Cpn ATPase, ADP Transcreener TR-FRET; Potency, µM (series often up to 76.9 µM), for inactives: at the top dose activity, negative = inhibition, usual class: inhibitors; 330,000 compounds, 0.031% hits; AID 504842; also: potency is read from the fitted curve at half-maximal effect; % is scaled to controls: 0 for no effect and ±100 for the full control effect; nearly all actives have a fitted effect of over 80% in size
#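 Measured: ADP formation by purified Mm-CPN. Conditions: 25 nM protein, 10 uM ATP, Tris pH 7.4 with Mg2+, K+ and DTT, 37°C for 30 min. Detection: Transcreener HTRF after 30 min at room temperature.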
# CCT chaperon mod = cytosolic chaperonin activity modulation | purified chaperonin ATPase assay, HTRF ADP detection, 30 min | activity change, % (no concentration beside the values), hits read low | 360,000 compounds, 0.3% hits; in the data active = activity change below about -30%; also: % is scaled to controls: 0 for no effect and ±100 for the full control effect
#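 TRiC (40 or 20 nM final, by batch activity) in 30 mM Tris pH 7.4, 100 mM KCl, 5 mM MgCl2, 1 mM DTT was treated with compound at 76 uM single dose, then 10 uM ATP, 30 min at 37 °C. ADP was read by HTRF Transcreener.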
# Numbers without * were called inactive; ? = inconclusive; . = not tested or not shown; [ ] = another dose, or the depositor's remark. Unless noted, calls follow the shape of the dose curve; as a rule, active = well fitted curve in the direction sought with a large enough effect; inconclusive = small, poorly fitted or top-dose-only effect, or another doubt; inactive = no such curve, though single readings can be large; an effect the other way counts as inactive or inconclusive. These rows are one share of the data (hit frequency here may not be typical).
EPAC1 ag	Mm-Cpn inhibitor	WRN inhibitor	PI5P4K alpha inh	CCT chaperon mod	EPAC1 antag	PLK1 PBD block	EPAC2 antag	SMILES
-1%	1%	12%	0	-0.7	20%	1%	4%	Cn1nnc(NC(=O)/C=C/c2ccco2)n1
18%	?	-17%[57.1 µM]	1	-1.8	6%	6%	-7%	Cc1ccccc1OCCCSc1nc2ccccc2[nH]1
5%	.	5%	0	-0.1	10%	5%	2%	CC(C)n1nc(C(=O)OCC(=O)NCCc2ccc(S(N)(=O)=O)cc2)c2ccccc2c1=O
12%	2%	1%	.	-3.3	-7%	-13%	-16%	COc1ccc(C(=O)N2CCCC2)cc1
-11%	-1%	-4%	1	-1.0	1%	-11%	-2%	Cc1nn(Cc2ccccc2)c(Cl)c1C(=O)OCC#N
9%	-7%	?	0	-4.7	-18%	-9%	-10%	COc1cccc(NC(=O)Nc2ccc(Cc3ccncc3)cc2)c1
2%	0%	-5%	-1	-0.6	6%	-2%	3%	Cc1cccc(C)c1NC(=O)c1ccc2c(c1)CCN2S(C)(=O)=O
10%	0%	-6%	1	-1.3	-14%	8%	-29%	COc1cccc(C(=O)NC(C)c2cccc3ccccc23)c1OC (stereo not given)
-5%	3%	8%	0	-0.3	3%	-4%	2%	COc1ccc(NC(=O)N2CCCC(CNS(=O)(=O)c3cccs3)C2)c(C)c1 (stereo not given)
5%	-4%	-2%	.	-0.3	-3%	-4%	-3%	CCOC(=O)C1=NN(c2ccccc2C)C2=NC(C)=C(C(=O)OC)C(c3cccs3)N12 (stereo not given)
-10%	0%	-5%	5	1.0	3%	-1%	0%	NC(=O)[C@@H]1CCCNc2c(I)cc([N+](=O)[O-])cc2C(=O)N[C@@H](CCC(=O)O)C(=O)N[C@@H](CO)C(=O)N1
-5%	.	10%	-5	0.4	-1%	3%	1%	Cc1cc2sc3ccc(C#CC4(O)CCCCC4)cc3c(=O)c2cc1C
21%	3%	-14%	-2	1.3	-7%	-1%	-6%	Fc1ccccc1Cn1nnc(-c2ccc3c(c2)OCO3)n1
-2%	1%	-7%	16	1.9	-17%	-11%	-10%	Cc1ccc(C(=O)C2Oc3ccccc3C3CC(c4ccc(C)cc4)=NN23)cc1 (stereo not given)
3%	-2%	?	-2	-2.0	-3%	-17%	-3%	CCOC(=O)Cc1csc(N/C(=N/S(=O)(=O)c2cc(Br)ccc2OCC)c2ccccc2)n1
1%	-3%	0%	-14	1.7	-15%	1%	-4%	Oc1ccccc1/C=N/Nc1cc(N2CCCC2)nc(N2CCCC2)n1
10%	-1%	-13%	.	-0.9	-10%	0%	-14%	Cc1ccnc(SCC(=O)n2c3c(c4ccccc42)CC(C)CC3)n1 (stereo not given)
-10%	2%	-9%[57.1 µM]	1	5.2	5%	-11%	22%	CCCCCCC(C)n1[nH]c(=O)c2c(C)cc(=O)[nH]c21 (stereo not given)
5%	1%	-3%	5	-2.0	6%	-12%	1%	CC1=NN(C(=O)c2ccoc2C)C(O)(C(F)(F)F)C1 (stereo not given)
-3%	-3%	-6%	3	-0.2	-5%	-11%	-4%	Cn1cc(Cl)c(C(=O)N/N=C/c2ccc3c4c(cccc24)CC3)n1
1%	0%	-1%	6	-2.0	12%	-6%	-6%	O=C1C2C3C=CC(C3)C2C(=O)N1c1ccc(-c2nc3ccccc3o2)cc1 (stereo not given)
1%	0%	2%	.	-3.9	-3%	-8%	-3%	Cc1ccc2[nH]c(=O)c(-c3nc4ccccn4c3NCc3ccco3)cc2c1
1%	-1%	-2%	.	1.8	-4%	-2%	0%	COc1cccc(OCC(=O)NC2CCCCC2)c1
1%	1%	-2%	26	-1.4	-11%	0%	-6%	CSc1cccc(NC(=O)CCCOc2ccc(Cl)cc2Cl)c1
13%	1%	-9%	-3	1.4	-14%	-1%	-4%	Cc1cccc(C(=O)Nc2ccc(NC(=O)c3ccccc3)cc2)c1
-9%	0%	-1%	.	-4.6	-14%	-18%	-13%	CCSc1nc2ccccc2n1C(=O)c1ccc(S(=O)(=O)N2CCCCC2)cc1
-3%	1%	-2%	.	-1.1	-4%	-2%	6%	CN(C(=O)c1c(Cl)nc2sccn12)C1CCCCC1
2%	.	-5%	-69*	-0.5	14%	11µM*	-2%	O=S1(=O)CC(O)C(O)CS1 (stereo not given)
6%	1%	-14%	5	-0.2	-3%	-9%	3%	Cc1ccc(C(C)NC(=O)Cn2nc(C)c([N+](=O)[O-])c2C)cc1 (stereo not given)
-11%	-1%	-1%	4	-1.0	6%	-2%	18%	CC(CNC(=O)COC(=O)c1cccs1)c1ccccc1 (stereo not given)
-20%	-1%	40µM*	-22	-1.1	-15%	?	-9%	O=C(O)Cc1ccc(NC(=O)c2ccc3c(c2)C(=O)N(Cc2ccco2)C3=O)cc1
9%	-2%	-13%	-19	0.9	-25%	-12%	-8%	COc1ccc2cc3c(N)nn(C(=O)Cc4c[nH]c5ccccc45)c3nc2c1
8%	.	0%	7	-1.4	-1%	3%	?	COc1ccc2c(c1)C(CC(C)=O)N(c1ccc(-c3cccnc3)cc1)C(c1ccsc1)=C2 (stereo not given)
11%	.	-12%	32	-0.5	-8%	-1%	9%	Clc1ccc(CSc2nnc(-c3ccccn3)n2Cc2cccs2)cc1Cl
12%	.	-8%	0	0.3	-1%	-4%	0%	CSC(=S)NN=C(C)c1cccc(C)n1
-2%	-2%	2%	12	0.2	?	?	-3%	Cc1cc(SC(C)C(=O)Nc2ncc(Cl)cc2Cl)nc2ccccc12 (stereo not given)
?	-5%	-35%	2	-23	-6%	27µM*	49%[activator]	CC1=CC(=C(C#N)c2nc3ccccc3s2)C=C(C)N1CC1CCCO1 (stereo not given)
5%	1%	-19%	0	-0.8	12%	-3%	-1%	COc1cccc(C(=O)COC(=O)CCCC(=O)NC2CCCCC2)c1
-13%	0%	9%[57.1 µM]	14	1.0	1%	-5%	9%	CCN1CCN(c2nc3c(c(=O)[nH]c(=O)n3C)n2CCCc2ccccc2)CC1
7%	0%	2%	-22	-2.7	6%	-13%	-3%	Cc1ccnc(NS(=O)(=O)c2ccc(NS(=O)(=O)c3ccc([N+](=O)[O-])cc3)cc2)n1
-7%	-1%	1%	-3	-0.7	1%	9%	4%	OCCc1c[nH]c2ccccc12
4%	2%	11%	-5	-1.2	1%	3%	3%	CCOC(=O)c1cc(-c2ccccc2C)nn1CC1CC(c2cccnc2)=NO1 (stereo not given)
-2%	1%	-1%	1	-2.4	-1%	-3%	-3%	Cc1ccccc1C(=O)NNC(=O)CSc1nnc(-c2ccncc2)n1-c1ccccc1
5%	-20%	1%	-2	-0.6	-21%	-7%	7%	COC(=O)c1cn(NC(=O)/C=C/c2cc(OC)ccc2OC)c(=O)c2ccccc12
-1%	-3%	6%	2	1.0	8%	-8%	1%	Cc1ccc(S(=O)(=O)N(CC(=O)NCc2ccccc2)C(=O)N2CCN(C)CC2)cc1
1%	-1%	9%	2	-2.2	6%	-14%	-10%	COc1ccc(/C=C/C2=CC(C)(C)NC(=S)N2)cc1
4%	0%	7%	-2	-4.4	0%	-3%	-2%	CCc1noc(C)c1C(=O)Nc1ccccc1C(C)(C)C
3%	1%	2%	-18	-2.0	-5%	3%	-3%	COc1cccc(/C=N/NC(=O)c2[nH]nc3c2CCc2ccccc2-3)c1
-1%	1%	?	2	-1.6	11%	-7%	-2%	COc1cc(NC(=O)CSc2nncn2C)c(C)cc1[N+](=O)[O-]
5%	.	-5%	2	-0.3	5%	-13%	3%	Cc1cccc(S(=O)(=O)NC(=O)C2(C)CCN2C(=O)Cc2cccs2)c1 (stereo not given)
-8%	0%	2%	-6	-0.3	-14%	0%	4%	O=C1CN(S(=O)(=O)c2ccc(Cl)cc2)c2ccccc2N1

# In the list so far, seven have an NH in an aromatic ring:
EPAC1 ag	Mm-Cpn inhibitor	WRN inhibitor	PI5P4K alpha inh	CCT chaperon mod	EPAC1 antag	PLK1 PBD block	EPAC2 antag	SMILES
18%	?	-17%[57.1 µM]	1	-1.8	6%	6%	-7%	Cc1ccccc1OCCCSc1nc2ccccc2[nH]1
-10%	2%	-9%[57.1 µM]	1	5.2	5%	-11%	22%	CCCCCCC(C)n1[nH]c(=O)c2c(C)cc(=O)[nH]c21 (stereo not given)
1%	0%	2%	.	-3.9	-3%	-8%	-3%	Cc1ccc2[nH]c(=O)c(-c3nc4ccccn4c3NCc3ccco3)cc2c1
9%	-2%	-13%	-19	0.9	-25%	-12%	-8%	COc1ccc2cc3c(N)nn(C(=O)Cc4c[nH]c5ccccc45)c3nc2c1
-13%	0%	9%[57.1 µM]	14	1.0	1%	-5%	9%	CCN1CCN(c2nc3c(c(=O)[nH]c(=O)n3C)n2CCCc2ccccc2)CC1
-7%	-1%	1%	-3	-0.7	1%	9%	4%	OCCc1c[nH]c2ccccc12
3%	1%	2%	-18	-2.0	-5%	3%	-3%	COc1cccc(/C=N/NC(=O)c2[nH]nc3c2CCc2ccccc2-3)c1

# Some of these compounds in order of their number in EPAC2 antag, smallest number first.
EPAC1 ag	Mm-Cpn inhibitor	WRN inhibitor	PI5P4K alpha inh	CCT chaperon mod	EPAC1 antag	PLK1 PBD block	EPAC2 antag	SMILES
13%	1%	-9%	-3	1.4	-14%	-1%	-4%	Cc1cccc(C(=O)Nc2ccc(NC(=O)c3ccccc3)cc2)c1
3%	-2%	?	-2	-2.0	-3%	-17%	-3%	CCOC(=O)Cc1csc(N/C(=N/S(=O)(=O)c2cc(Br)ccc2OCC)c2ccccc2)n1
4%	0%	7%	-2	-4.4	0%	-3%	-2%	CCc1noc(C)c1C(=O)Nc1ccccc1C(C)(C)C
